Screens (PubChem BioAssay)
HSP90 refold inh – HSP90 inhibitors, primary screen, cell lysate, luminescence; Heat shock protein HSP 90 (rabbit reticulocyte lysate; luciferase refolding); Rabbit reticulocyte lysate, luciferase refolding luminescence, 3 h; inhibition, % at 5.6 µM; actives 0.91% (n = 290,000); AID 1789, 2009;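 active = inhibition above the screen-wide mean plus 3 SD, computed separately per campaign, cut at about 16% in these data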;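 note: 0% = DMSO wells and 100% = 60 µM geldanamycin wells; inhibitors lower the luminescence because luciferase stays unfolded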
GSK3A inh – blockers of GSK3A enzyme activity – biochemical, luminescence, cell-free homogeneous, HTS, primary screen; GSK-3 alpha kinase, ADP-Glo luminescence, 60 min; actives 0.1% (n = 320,000); inhibition, % at 10 µM;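 in the data active = inhibition above about 50%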;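 note: GST-tagged GSK-3 alpha with peptide substrate and 25 µM ATP; 0% = DMSO neutral wells and 100% = GW8510 positive control wells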
Target sequence (P49840 whole entry, looked up): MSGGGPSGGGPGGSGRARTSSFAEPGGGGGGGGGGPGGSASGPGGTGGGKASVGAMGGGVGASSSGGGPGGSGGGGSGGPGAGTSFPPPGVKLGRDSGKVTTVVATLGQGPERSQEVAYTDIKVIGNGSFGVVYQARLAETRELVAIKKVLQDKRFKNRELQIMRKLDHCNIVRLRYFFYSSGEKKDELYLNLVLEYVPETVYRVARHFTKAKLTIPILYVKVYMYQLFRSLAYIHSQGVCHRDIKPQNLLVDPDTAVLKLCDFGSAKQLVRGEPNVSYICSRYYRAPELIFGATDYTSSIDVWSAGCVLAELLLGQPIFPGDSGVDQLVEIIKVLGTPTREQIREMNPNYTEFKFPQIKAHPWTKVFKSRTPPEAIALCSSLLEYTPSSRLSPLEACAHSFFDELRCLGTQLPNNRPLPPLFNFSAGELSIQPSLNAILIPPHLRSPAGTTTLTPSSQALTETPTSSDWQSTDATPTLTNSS
HSF-1 act – HSF-1 activators, primary screen, NIH3T3-HGL cells, MG132 stress, luminescence, single point; NIH3T3-HGL HSF-1 luciferase reporter, 8 h; 100% = twice DMSO control signal; activation, % at 9 µM; actives 1.7% (n = 300,000); AID 504408, 2011;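 active = mean replicate activation of at least 50% with a set share of replicates each reaching 50%; inconclusive = only one of those two conditions met; inactive = mean below 50% and too few replicates reaching it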;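 note: 0% = median of the neutral control wells and 100% = twice that signal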
Platelet DG rel – inhibitors of platelet dense granule secretion, primary screen, cell-based, MLPCN, human platelets | actives 0.22% (n = 300,000) | inhibition, %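 (compounds screened at 7.5 µM in platelet-rich plasma)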 | AID 1663, 2009 | human platelet-rich plasma, SFLLRN dense granule ATP release, luminescence;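 active = mean replicate score, as percent of positive control, at or above 50; inconclusive = mean below 50 but at least one replicate at or above 50; inactive = mean and every replicate below 50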
HSF1 inh – HSF1 inhibitors in luciferase reporter cells, primary screen, cell-based, NIH3T3, luminescence; NIH3T3-HGL HSE-luciferase, MG132-induced, luminescence 8 h; active compounds read low; activity change, negative = inhibition, % at 7.5 µM (by protocol); actives 0.77% (n = 300,000); AID 2098, 2009;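 active = more than half of replicate wells show activity change below -50%, luminescence cut by over half; inconclusive = some wells, but at most half, below -50%; inactive = no replicate well below -50%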;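 note: luciferase reports HSF-1 transcriptional activity via heat shock element; 0% = median of DMSO wells and -100% = zero luminescence signal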
aSyn 5UTR inh – MLPCN primary screen, SNCA 5' untranslated region | alpha-synuclein 5'UTR reporter, inhibitor activity | inhibition, % (tested at 7.5 µM) | actives 0.82% (n = 300,000); in the data active = inhibition above about 60%; inconclusive = no clear call, values can overlap the other calls;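 note: H4 neuroglioblastoma cells stably carrying SNCA 5'UTR luciferase fusion; 0% = DMSO wells and 100% = positive control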
IEC-6 tox – cytotoxicity in IEC-6 intestinal epithelial cells, primary screen, cytotoxicity control for KLF5 inhibitor project, cell-based, luminescence | AID 1825, 2009 | inhibition, % at 5 µM | IEC-6 cytotoxicity, luminescence viability | actives 0.78% (n = 290,000); in the data active = inhibition above about 22%;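 note: 0% = plate median of test compound wells and 100% = cytotoxic reference compound wells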
DYRK1A inh – rat Dyrk1A kinase inhibitors, primary screen, biochemical, single point, plate reader | inhibition, % at 12.5 µM | ADP-Glo luminescence, NFATc1 peptide | actives 0.43% (n = 310,000); in the data active = inhibition above about 50%;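 note: plate controls were vehicle with enzyme for no effect and no enzyme for full effect; many of its hits are not listed in these tables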
GSK3B inh – human GSK3beta kinase inhibitors, primary screen, biochemical, cell-free homogeneous, HTS; Glycogen synthase kinase-3 beta (Homo sapiens), P49841; GST-GSK3beta kinase, ADP-Glo luminescence, 60 min; active compounds read low; activity score (negative = inhibition), % at 10 µM; actives 0.038% (n = 300,000); AID 2097, 2009;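 active = more than half of replicate wells score below -50%, meaning over 50% inhibition versus plate controls; inconclusive = some replicates but at most half score below -50%; inactive = no replicate scores below -50%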;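 note: 0% = median DMSO wells and -100% = median GW8510 positive control wells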
Target sequence (P49841 whole entry, looked up): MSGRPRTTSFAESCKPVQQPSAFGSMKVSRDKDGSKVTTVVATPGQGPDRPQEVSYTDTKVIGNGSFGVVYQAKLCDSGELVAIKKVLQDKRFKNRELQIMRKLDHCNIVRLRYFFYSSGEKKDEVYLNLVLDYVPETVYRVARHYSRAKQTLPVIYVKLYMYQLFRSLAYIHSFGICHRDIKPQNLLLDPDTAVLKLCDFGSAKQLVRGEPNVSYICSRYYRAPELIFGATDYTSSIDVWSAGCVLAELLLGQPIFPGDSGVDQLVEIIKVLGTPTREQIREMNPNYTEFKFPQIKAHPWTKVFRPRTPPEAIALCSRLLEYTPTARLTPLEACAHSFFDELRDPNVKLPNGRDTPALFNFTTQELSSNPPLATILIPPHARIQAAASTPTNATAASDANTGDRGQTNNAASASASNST
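Test system: GST-tagged human GSK3beta kinase, cell-free; evaluation: activity score scaled between in-plate DMSO and GW8510 controls; measured by: ADP-Glo luminescence; incubation: 60 min reaction, RT; benchmarks: DMSO and 20 µM GW8510; reagent: peptide substrate plus 25 µM ATP (final); medium: Tris/MgCl2 kinase buffer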
KLF5 inhibitor – KLF5 expression inhibitors, primary screen, DLD-1 cells, luminescence | inhibition, % at 5 µM | AID 1700, 2009 | DLD-1 KLF5 promoter-luciferase reporter | actives 0.23% (n = 290,000);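 active = inhibition above a per-plate limit of that plate's mean compound inhibition plus 3 SD, cut at about 60% in these data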;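 note: 0% = DMSO wells and 100% = LY294002 at 200 µM; higher means less KLF5 promoter-driven luciferase light; inactives centre near -14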
Starred values were filed as active, the others as inactive; ? = inconclusive; . = no result given. These rows are one share of the data; the hit share may differ from the screen's.

nr | Compound | HSP90 refold inh | GSK3A inh | HSF-1 act | Platelet DG rel | HSF1 inh | aSyn 5UTR inh | IEC-6 tox | DYRK1A inh | GSK3B inh | KLF5 inhibitor
1 | CCC(=O)Nc1ccc(F)c(Cl)c1 | -1 | -1 | -12 | 1 | -1 | 9 | -4 | 7 | 0 | -4
2 | CCOC(=O)C(NC(C)=O)(NS(=O)(=O)c1ccccc1)C(F)(F)F (stereo unspecified) | 0 | 0 | 6 | . | -3 | 11 | 0 | -1 | 3 | -15
3 | O=C(CCCn1c(SCc2cc(=O)n3cc(Cl)ccc3n2)nc2ccccc2c1=O)NCC1CCCO1 (stereo unspecified) | -2 | -1 | 21 | -3 | -7 | 1 | 0 | -9 | -1 | -26
4 | O=C(O)c1cccnc1SCc1ccccc1Cl | 6 | -3 | 7 | -4 | 2 | -2 | 8 | 14 | 2 | -35
5 | Cc1cc(C(=O)CCC(=O)N(C)CC(=O)Nc2c(Cl)cccc2Cl)c(C)s1 | . | -2 | 10 | 0 | 1 | 24 | . | 2 | -6 | .
6 | CCCCCCOc1cccc(N)c1 | -1 | 7 | -3 | 1 | 2 | -48 | 0 | 3 | 0 | -4
7 | COc1cc(OC)c(/C=N/NC(=O)Cn2nc([N+](=O)[O-])cc2C)c(OC)c1 | 6 | 1 | 35 | -6 | -2 | 5 | 0 | -3 | -2 | -26
8 | CC1CC(C)(C)n2c(O)c(N=NC(N)=S)c3cccc1c32 (stereo unspecified) | 5 | 1 | 0 | 7 | -3 | 20 | -6 | 14 | 0 | -14
9 | O=C1C2C3C=CC(CO)(O3)C2C(=O)N1c1ccccc1-c1ccccc1 (stereo unspecified) | 2 | -2 | . | . | . | . | 8 | -5 | . | -10
10 | Cc1ccc(C(=O)NCC(c2ccco2)N2CCc3ccccc3C2)cc1C (stereo unspecified) | . | -5 | 9 | . | 9 | 7 | . | 7 | 0 | .
11 | CCOC(=O)CC1C(=O)NCCN1c1nc2ccc(C)cn2c(=O)c1/C=C1\SC(=S)N(CC(C)C)C1=O (stereo unspecified) | 2 | 0 | 20 | 4 | -5 | -1 | 0 | -5 | 2 | -1
12 | Cc1cccc(CN2C(=O)CSc3ccc(C(=O)NC4CC4)cc32)c1 | 0 | 0 | -3 | 5 | -3 | 9 | 16 | 0 | 1 | -4
13 | OC1(c2ccc(Cl)cc2)CN(c2ccccc2)C2=[N+]1CCS2 (stereo unspecified) | 5 | 2 | 45 | 15 | 16 | -31 | 2 | . | 1 | -20
14 | c1ccc2nc(-c3nccs3)ccc2c1 | 1 | 3 | 18 | -11 | 14 | -126 | 3 | 6 | . | -44
15 | O=C(CCC(=O)N1CCOc2ccccc21)NC1CCN(Cc2ccccc2)CC1 | -4 | 0 | 0 | 7 | -6 | 4 | 1 | 5 | 3 | -14
16 | CCN(CC)c1ccc2cc(/C(N)=N/NC(=O)c3cccs3)c(=O)oc2c1 | 22* | -4 | -15 | -2 | -10 | -32 | 4 | . | 7 | -15
17 | CN(CC(O)COc1ccc(OCC(O)CN(C)C2CCCCC2)cc1)C1CCCCC1 (stereo unspecified) | 0 | . | -6 | 12 | -3 | -11 | 11 | 0 | 0 | -36
18 | Cc1cc(C)nc(SCC(=O)Nc2ccc(S(=O)(=O)Nc3onc(C)c3C)cc2)n1 | 0 | -2 | -4 | 7 | -2 | 8 | -8 | -4 | 0 | -24
19 | Cc1ccc(S(=O)(=O)N2CCC(=O)N(CCOCc3cccc(C(F)(F)F)c3)CC2)cc1 | -1 | -3 | -5 | 1 | 6 | 18 | 2 | 1 | 1 | 7
20 | O=C(Nc1ccc(N2CCOCC2)cc1)c1cnsn1 | 71* | . | -41 | 13 | -38 | 106* | -2 | 3 | 2 | 16
21 | CCN(CC)C(=O)C1=C(C)Nc2nc3ccccc3n2C1c1cccc(OC)c1 (stereo unspecified) | 1 | -1 | -6 | -2 | -9 | 14 | 3 | -4 | 3 | -10
22 | CCOc1ccc2nc(SCC(=O)Nc3ccc4c(c3)OCCO4)[nH]c2c1 | -2 | 3 | -7 | 5 | 5 | -13 | -2 | -3 | 3 | -19
23 | COc1ccc(S(=O)(=O)NCCSCc2ccco2)cc1Cl | 1 | -5 | 21 | 4 | 8 | -3 | 1 | -4 | 0 | -8
24 | Cc1ccc2c(c1)c1ccc3c(c1n2C)C(=O)C=CC3=O | 1 | . | . | . | . | . | 4 | -3 | . | -10
25 | Cc1ccc(C)c(Cn2c(=O)n(CCCC(=O)NCc3ccco3)c(=O)c3sccc32)c1 | 4 | 0 | 13 | 5 | 4 | -29 | 1 | 4 | 4 | -10
26 | O=C(O)c1cccc(OCCN2CCCC2=O)c1 | -6 | -1 | -8 | 3 | 1 | 19 | -3 | 11 | 0 | 3
27 | Cc1cc(Cl)ccc1Oc1ncnc2onc(C)c12 | 0 | -1 | -12 | -3 | -5 | 23 | 7 | 12 | -3 | 9
28 | O=C1CCCC2=C1C(c1ccc(Cl)cc1)N1C(=O)CCSC1=N2 (stereo unspecified) | 0 | 3 | 36 | 0 | -2 | 2 | -2 | 2 | -2 | 40
29 | COc1ccc(-c2nnc(-c3cc(OC)c(OC)c(OC)c3)o2)cc1OC | -1 | -3 | -2 | 66* | -1 | 20 | 5 | 12 | 3 | -19
30 | COc1cccc(CN2CC(C(=O)NC3(c4ccccc4)CC3)CCC2=O)c1 (stereo unspecified) | -3 | -1 | 8 | -4 | -3 | -5 | -5 | -1 | 2 | 8
31 | C=CCNC(=S)Nc1cccc(NC(=S)NCC=C)c1 | -5 | . | -4 | 2 | -2 | -18 | -5 | -2 | -4 | -28
32 | Cc1cccnc1NCc1ccc(O)c2ncccc12 | -4 | -1 | -12 | 1 | -12 | 10 | -6 | -5 | 3 | -55
33 | COCCNc1nnc(SCC(=O)NC(=O)c2ccccc2OC)s1 | -2 | 2 | -11 | 8 | 2 | -1 | -8 | 0 | 0 | -27
34 | C=CCSc1nnc(NC(=O)Cc2ccc(OC)c(OC)c2)s1 | -3 | -1 | -5 | -2 | -4 | -6 | 1 | 3 | 2 | -18
35 | Cc1ccc(Cn2ncc3c(NN)ncnc32)cc1 | 0 | -4 | 6 | -9 | -5 | -8 | -4 | -6 | 1 | -36
36 | Cc1cc(C)nc(-n2nc(C)c3c(C(=O)O)cc(-c4cccc(Br)c4)nc32)n1 | 1 | 1 | 3 | 3 | -5 | -16 | 1 | . | -1 | 7
37 | COc1ccc(NC(=S)Nc2cccc(C)n2)cc1 | 3 | -1 | 25 | -6 | 11 | -49 | 7 | . | -8 | -15
38 | COc1ccc(C2c3[nH]c4ccccc4c3C[C@H]3C(=O)N(c4ccccc4C(=O)N4CCC[C@H]4C(=O)O)C(=O)N23)cc1 (stereo partly specified) | -4 | 0 | 7 | 4 | 0 | 19 | -1 | 6 | -2 | -17
39 | Cc1c(C)n(C(=O)CSc2nc3ccccc3[nH]2)c2ccccc12 | 2 | -2 | -16 | -2 | -6 | 3 | 2 | 0 | 0 | -7
40 | O=C(CCSc1ccccn1)Nc1ccc(Br)cc1 | -1 | -1 | 35 | -13 | 21 | -153 | 0 | 1 | -4 | -79
41 | Cn1nnc(NC(=O)c2ccco2)n1 | 1 | -3 | 2 | 1 | -5 | 15 | -1 | -2 | -4 | -24
42 | COc1cc(S(=O)(=O)N2CCOCC2)ccc1NC(=O)c1cc2c(s1)CCC2 | 1 | 0 | -1 | 2 | -2 | 7 | 0 | 7 | 2 | -11
43 | NS(=O)(=O)c1ccc(NC(=S)Nc2ccc(Br)c(Cl)c2)cc1 | 1 | 0 | ? | 1 | 26 | -11 | 10 | 23 | -5 | -36
44 | O=C(CCN1C(=O)C2C3CCC(C3)C2C1=O)OCC(=O)c1ccc(Cl)cc1 (stereo unspecified) | -6 | . | -4 | -3 | -4 | 14 | -5 | 1 | 0 | -15
45 | CC(Oc1ccc2ccccc2c1)C(=O)NNC(=O)Nc1ccccc1 (stereo unspecified) | 2 | 1 | 0 | 9 | -8 | -2 | 3 | 0 | 0 | 4
46 | CCOC(=O)c1ccc(N2N=C(C)/C(=C/C=C/c3ccco3)C2=O)cc1 | 1 | -5 | 3 | 0 | -5 | -11 | 1 | -6 | 1 | -21
47 | CS(=O)(=O)N1CCN(c2ccc(NC(=O)c3ccccc3)cc2)CC1 | 0 | 0 | 3 | 1 | 5 | -123 | -1 | -1 | -1 | -58
48 | CCC1CCCCN1C(=O)CSc1nc2ncccc2[nH]1 (stereo unspecified) | -1 | -1 | 4 | -4 | 4 | -19 | -3 | -6 | 1 | 6
49 | Cc1ccc(N2CCN(C(=O)N3CCCC3)CC2)cc1C | -2 | 0 | -1 | 1 | -7 | 1 | -3 | 4 | 1 | -59
50 | C=CCn1c(CCCNC(=O)C(C)(C)C)nc2ccccc21 | -8 | 1 | -62 | -2 | ? | 9 | -5 | -4 | -1 | -29
51 | CC(C)CNC(=O)C(=O)NCc1ccccc1 | -2 | 2 | 41 | -1 | 7 | -31 | -8 | -9 | -5 | -9
52 | Cc1ccc(C2(c3noc(CN4CCC(c5ccncc5)CC4)n3)CCCC2)cc1 | -1 | 0 | 2 | -5 | -4 | -16 | 2 | -6 | 0 | -8
53 | COc1ccc(CCNC(=O)Cn2cnc3c(cnn3C(C)(C)C)c2=O)cc1OC | -4 | 0 | 13 | 0 | -2 | -19 | -13 | 3 | 0 | -10
54 | Cc1ccc(-c2nn(-c3ccccc3)cc2/C=C/C(=O)Nc2cccc(S(N)(=O)=O)c2)cc1 | 1 | 1 | -8 | -1 | -1 | -10 | -4 | 1 | 3 | -21
55 | Cc1cccc(OCCn2c(=S)[nH]c3ccccc32)c1 | -1 | -2 | 32 | 4 | 16 | 5 | 4 | 6 | 1 | 0
56 | CN(C)c1ccc(/C=C(\NC(=O)c2ccccc2)C(=O)NCCN2CCOCC2)cc1 | 1 | -1 | -12 | 9 | 1 | -2 | 0 | 6 | 1 | -26
57 | COc1cc2nc(NCCCN3CCN(C)CC3)n3nc(-c4ccccc4)nc3c2cc1OC | 7 | 5 | 29 | 7 | 3 | -52 | 5 | 7 | 1 | -23
58 | CC(C)=CC(=O)OCc1cc([N+](=O)[O-])cc2c1OCOC2 | -7 | -2 | 6 | -1 | 26 | -110 | -10 | 5 | 0 | -46
